# TLR9-MyD88 block = blocks human TLR9 binding to MyD88. Q9NR96+Q99836. CHO BLA complementation TLR9-MyD88, CCF4 FRET ratio. inhibition, % at 4.98 µM. 340,000 tested, 0.21% active. AID 504734;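 active = inhibition above the mean over all tested compounds plus 3 SD, cut at about 21% in these data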;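 note: 0% = DMSO only wells and 100% = clavulanate BLA inhibitor control wells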
# Vif inh = blocks HIV Vif function. inhibition, % at 7.49 µM. HEK293T cells, Vif self-association by quenched fluorescence, imaging, 24 h. AID 602346. 340,000 tested, 0.35% active; in the data active = inhibition above about 50%, passing the limit was not always enough; inconclusive = no clear call, values can overlap the other calls; inactive = below about 31%; note: some results filed as inactive read as strong as hits
# SRC1 inh = human NCOA1 inhibition | Q15788 | HEK293 GAL4-SRC1 luciferase reporter, luminescence | inhibition, % at 3.6 µM | 360,000 tested, 0.12% active;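 active = inhibition above the campaign mean plus 3 SD, with each screening campaign given its own cutoff, cut at about 60% in these data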;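 note: 0% = DMSO treated cells and 100% = gossypol at 36 µM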
# LRH-1 inv ag = suppresses constitutive activity of human LRH-1; HEK293T StAR-luciferase reporter, LRH-1 transfected, 24 h; inhibition, % at 3.6 µM; 360,000 tested, 0.13% active; AID 602396;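 active = inhibition above the mean inhibition of all tested compounds plus 3 SD, cut at about 73% in these data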;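 note: 0% = DMSO wells and 100% = reporter-only cells lacking LRH-1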
# Target sequence (O00482 whole entry, looked up): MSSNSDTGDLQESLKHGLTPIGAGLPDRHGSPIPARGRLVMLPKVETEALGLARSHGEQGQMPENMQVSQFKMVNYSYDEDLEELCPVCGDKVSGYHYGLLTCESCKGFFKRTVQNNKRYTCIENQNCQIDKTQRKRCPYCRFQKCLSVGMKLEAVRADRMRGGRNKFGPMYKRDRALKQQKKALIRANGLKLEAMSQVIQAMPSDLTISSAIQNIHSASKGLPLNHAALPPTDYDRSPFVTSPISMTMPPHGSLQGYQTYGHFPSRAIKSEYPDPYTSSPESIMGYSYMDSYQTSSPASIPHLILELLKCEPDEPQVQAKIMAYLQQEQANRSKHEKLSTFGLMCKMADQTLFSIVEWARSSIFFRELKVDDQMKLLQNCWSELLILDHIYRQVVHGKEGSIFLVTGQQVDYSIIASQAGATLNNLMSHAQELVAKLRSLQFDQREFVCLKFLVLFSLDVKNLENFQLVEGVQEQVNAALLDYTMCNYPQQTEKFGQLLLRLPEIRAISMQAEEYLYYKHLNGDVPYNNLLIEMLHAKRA
# TRAIL sens C8 = caspase-8 TRAIL sensitization; NB7+C8 cells + TRAIL, ATPlite viability luminescence; inhibition (viability loss, TRAIL sensitization), % at 10 µM; 360,000 tested, 1% active; AID 624354;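 active = compounds causing at least 50% loss of cell viability in the single-dose screen, relative to plate controls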
# NCOA2 inhibitor = human SRC2 (NCOA2) inhibition; HEK293 GAL4-SRC2 luciferase reporter, luminescence; inhibition, % at 9 µM; 370,000 tested, 0.17% active; AID 651957;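 active = inhibition above the mean inhibition of all tested compounds plus 3 SD, set per campaign, cut at about 52% in these data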;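 note: 0% = DMSO treated cells and 100% = cells given Gossypol at 36 µM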
# NCOA3 inh = inhibits human SRC3 coactivator; Q9Y6Q9; HEK293 GAL4-SRC3 luciferase reporter, luminescence; inhibition, % at 3.6 µM; 360,000 tested, 0.17% active;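 active = inhibition above a per-campaign cutoff, the mean of all compounds plus 3 SD, cut at about 60% in these data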;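 note: 0% = DMSO-treated cells and 100% = gossypol-treated cells at 36 µM; higher means less SRC3-driven luciferase light from the GAL4 reporter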
# NOD2 RIPK2 PPI = inhibitors of human NOD2-RIPK2 interaction; CHO BLA complementation NOD2-RIPK2, CCF4 ratio; O43353; 360,000 tested, 0.38% active; inhibition, % at 4.98 µM; in the data active = inhibition above about 21%;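 note: 0% = vehicle only and 100% = reference blocker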
# TROY signal inh = blocks TROY-dependent signaling in reporter cells; Q293 LMP1-TROYcd NF-kB luciferase reporter, 4 h; inhibition, % at 10 µM; 360,000 tested, 0.98% active; AID 1347056;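 active = compounds whose plate-normalised and pattern-corrected inhibition of the luciferase reporter signal at the single screening dose is 50% or more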
# COUP-TFII inh = blocks human COUP-TFII nuclear receptor; P24468; HEK293T NGFI-A luciferase reporter, luminescence; inhibition, % at 8.6 µM; 370,000 tested, 0.7% active; AID 686940;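 active = inhibition above a per-plate cutoff, mean inhibition of test wells between control levels plus 3 SD, cut at about 38% in these data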;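 note: cells cotransfected with COUP-TFII expression vector driving the NGFI-A reporter; 0% = median of COUP-TF2 test wells and 100% = reporter-only cells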
# Target sequence (P24468 whole entry, looked up): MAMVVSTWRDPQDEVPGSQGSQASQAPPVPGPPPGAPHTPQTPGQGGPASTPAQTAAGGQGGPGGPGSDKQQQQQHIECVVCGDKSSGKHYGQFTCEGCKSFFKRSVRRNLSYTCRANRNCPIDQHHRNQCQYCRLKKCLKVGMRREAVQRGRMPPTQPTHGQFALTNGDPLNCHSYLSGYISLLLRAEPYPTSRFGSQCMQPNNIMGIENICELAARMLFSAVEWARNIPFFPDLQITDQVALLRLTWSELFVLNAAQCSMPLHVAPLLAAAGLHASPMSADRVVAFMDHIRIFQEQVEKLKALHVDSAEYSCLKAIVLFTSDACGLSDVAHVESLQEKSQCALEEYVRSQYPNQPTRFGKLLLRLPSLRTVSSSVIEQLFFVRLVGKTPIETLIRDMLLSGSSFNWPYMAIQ
# EBV LMP1 NFkB = inhibitors of Epstein-Barr LMP1-induced NF-kappaB reporter; LMP1-induced NF-kappaB luciferase reporter cells, luminescence; 350,000 tested, 0.69% active; inhibition, % at 12.5 µM; in the data active = inhibition above about 41%; inconclusive = no clear call, values can overlap the other calls;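 note: 0% = neutral control wells and 100% = reference inhibitor control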
# * marks the source's active call; other numbers are inactive results; ? = inconclusive; · = not tested or not shown.
SMILES,TLR9-MyD88 block,Vif inh,SRC1 inh,LRH-1 inv ag,TRAIL sens C8,NCOA2 inhibitor,NCOA3 inh,NOD2 RIPK2 PPI,TROY signal inh,COUP-TFII inh,EBV LMP1 NFkB
CC1=C(C(=O)OCC(C)C)C(c2cc3c(cc2Br)OCO3)NC(=O)N1C (stereo not drawn),-13,·,-5,-16,-11,0,1,5,1,12,-14
CCOC(=O)CCC(NC(=O)c1ccc(NCN2C(=O)c3ccccc3C2=O)cc1)C(=O)OCC (stereo not drawn),-5,-1,-5,17,-1,27,4,-3,-1,-8,4
O=C(O)CSc1nc2ccccc2n1C1CCCCC1,11,0,-9,13,8,-32,8,5,16,-23,-1
Cn1c(SCC2CCCCC2)nnc1-c1ccncc1,-6,·,-19,-7,10,-38,-24,-4,-2,-20,-6
CS(=O)(=O)c1ccc(-c2nnc(NC(=O)c3ccc(S(=O)(=O)N4CCCC4)cc3)o2)cc1,-10,7,-9,-6,12,-18,10,14,-9,-18,-7
CCOc1ccc(-c2nnc(NC(=O)CCCOc3cccc(C)c3)o2)cc1,5,14,-44,-40,17,-2,-30,-3,22,-70,-4
O=S(=O)(c1ccc(Cl)cc1)c1nc(-c2ccco2)oc1N1CCCCC1,-13,1,1,-23,7,3,0,11,3,-11,-2
COc1ccc([C@H]2C[C@@H](O)[C@H](n3cc(C4CC4)nn3)CN2C(=O)c2cccs2)cc1,-7,-2,-22,7,3,16,-7,0,2,-4,0
O=C(Cn1cnc2c(cnn2-c2ccccc2)c1=O)OCc1ccccc1,5,17,-59,-23,-11,-49,-31,-12,-49,-22,-30
COc1cccc(NC(=O)N(C)C[C@H]2OCc3cn(nn3)CCCC(=O)N([C@@H](C)CO)C[C@@H]2C)c1,2,·,-29,-6,-6,3,2,8,-4,-11,0
Nc1ccc2c(c1)C(=O)CCC2,8,-2,-10,-2,-1,-38,-12,-2,74*,-18,-4
COc1ccc(C(=O)Nn2c(SCC(=O)c3ccccc3)nc3ccccc3c2=O)cc1,-1,0,-29,-6,18,-32,-12,-2,80*,-3,17
Cc1cc(C)n(CC(=O)NNC(=O)C2CC(=O)N(Cc3ccccc3Cl)C2)n1 (stereo not drawn),4,2,-7,-16,-15,1,13,-10,10,-5,-4
O=C(CCC(=O)Nc1ccc(F)cc1)N/N=C/c1ccc(O)cc1,-4,2,10,-10,-13,-15,19,3,-22,-4,-11
CCCCCCCc1n[nH]c(=S)n1Cc1ccccc1,-3,3,-1,-9,5,-23,26,-2,13,30,-2
CCOC(=O)c1ccccc1NC1OC(=O)c2ccccc21 (stereo not drawn),3,1,3,-1,-15,-5,7,0,-16,-9,0
CN(C)C=Nc1nc2ccccc2nc1N1CCCC1,-7,2,-17,3,0,7,6,-11,-11,5,9
CCOC(=O)C1CCN(C(=O)c2ccc(Br)o2)CC1,5,1,5,-28,-15,9,2,5,7,-7,-5
O=C(CSc1nnnn1-c1ccccc1)Nc1ccc(N2CCOCC2)cc1,-10,0,-31,16,2,-25,18,-3,-7,-4,2
C/C(=N\S(=O)(=O)c1ccc(C)cc1)NC(=S)Nc1ccccc1,-3,1,-1,7,-5,3,-7,-8,-8,8,3
CCCCn1c(N)c(N(CCOC)C(=O)CSc2nnc(-c3ccncc3)n2CCC)c(=O)[nH]c1=O,-1,20,-9,5,10,3,3,-9,0,22,-9
COc1cccc(N2C(=NC(=O)C3CCCO3)SC3CS(=O)(=O)CC32)c1 (stereo not drawn),-17,-1,-3,-5,1,-6,-30,-3,11,0,-10
Cc1cc(=O)oc2cc(OCCSc3nnc(-c4ccccc4)o3)ccc12,-9,-2,-7,8,0,-21,16,-8,-8,17,-2
O=c1cc2c(nn1Cc1cccc(Cl)c1)-c1ccccc1CC2,-7,-20,-13,17,-13,4,18,4,4,10,39
CC1CCC(NC(=O)C2CCN(C(=O)Nc3ccccc3)CC2)CC1 (stereo not drawn),-8,-3,-35,-13,6,-8,-8,-15,-35,-16,4
O=c1[nH]cnc2sc(-c3ccccc3)cc12,-2,-1,-43,-75,17,-36,-45,-27,-85,-29,-5
CCCCN(C)CCCNC(=O)C1CC(=O)N(Cc2ccc(OC)cc2)C1 (stereo not drawn),7,14,-4,8,-5,-6,-12,4,11,-9,-4
Cc1ccc(N2C(=O)c3ccccc3C2=O)nc1,-2,-13,-4,-8,-2,-19,-10,-9,11,15,-6
COc1cc(C)c(S(=O)(=O)Nc2ccc(CC(=O)O)cc2)cc1C,0,-5,-1,-5,18,3,13,5,-13,-15,1
C[C@H](CO)N1C[C@H](C)[C@@H](CN(C)Cc2ccc(C(=O)O)cc2)Oc2ncc(Br)cc2C1=O,4,3,-8,-12,5,-15,18,-5,1,15,-11
Cn1cccc1C(=O)OCC(=O)NC(=O)NC1CCCCC1,-4,-8,-36,-18,4,-18,-8,10,-35,-8,-12
CC1CCCC(NC(=O)CCNC(=O)c2ccccc2Cl)C1C (stereo not drawn),-4,-5,-11,8,5,-2,-36,-16,-4,-12,-4
N#CC(=C=[N-])c1nc2ccccc2nc1-[n+]1cccc(NC(=O)c2ccccc2)c1,2,-3,-40,-15,-5,-14,-1,-4,-13,2,1
CCN(Cc1ccccc1)C(=O)COC(=O)CNC(=O)c1ccc(C)s1,-13,7,5,-3,8,7,-4,1,15,-20,-6
Cc1cccc(C)c1NC(=O)C(c1ccc(C#N)cc1)n1c(=O)c(-c2ccccc2)nc2ccccc21 (stereo not drawn),·,·,·,-7,-3,16,·,-3,·,-15,·
Cc1noc(C)c1COC(=O)c1ccc2c(c1)S(=O)(=O)c1ccccc1C2=O,7,0,-4,-13,-11,-41,-4,1,24,3,-3

# An excerpt from above in order of SMILES length, low to high:
SMILES,TLR9-MyD88 block,Vif inh,SRC1 inh,LRH-1 inv ag,TRAIL sens C8,NCOA2 inhibitor,NCOA3 inh,NOD2 RIPK2 PPI,TROY signal inh,COUP-TFII inh,EBV LMP1 NFkB
Cc1ccc(N2C(=O)c3ccccc3C2=O)nc1,-2,-13,-4,-8,-2,-19,-10,-9,11,15,-6
CCCCN(C)CCCNC(=O)C1CC(=O)N(Cc2ccc(OC)cc2)C1 (stereo not drawn),7,14,-4,8,-5,-6,-12,4,11,-9,-4
Cc1noc(C)c1COC(=O)c1ccc2c(c1)S(=O)(=O)c1ccccc1C2=O,7,0,-4,-13,-11,-41,-4,1,24,3,-3
C[C@H](CO)N1C[C@H](C)[C@@H](CN(C)Cc2ccc(C(=O)O)cc2)Oc2ncc(Br)cc2C1=O,4,3,-8,-12,5,-15,18,-5,1,15,-11

# (continued)
SMILES,TLR9-MyD88 block,Vif inh,SRC1 inh,LRH-1 inv ag,TRAIL sens C8,NCOA2 inhibitor,NCOA3 inh,NOD2 RIPK2 PPI,TROY signal inh,COUP-TFII inh,EBV LMP1 NFkB
CC1CCCN(c2ccc(C(=O)NCc3cccs3)cn2)C1 (stereo not drawn),2,4,-59,-116,8,-35,-57,-1,-64,-55,-19
COc1cccc(/C=C/C(=O)OCC(=O)NCCCc2ccccc2)c1OC,-4,10,-14,17,-2,-8,19,4,-6,-3,2
COc1ccc(C(=O)C2CCN(C(=S)NCC3CCCO3)CC2)cc1 (stereo not drawn),-9,-9,-21,-5,-1,17,-1,1,-5,-7,1
CC(NC(=O)c1ccc(OC2CCN(S(=O)(=O)N(C)C)CC2)cc1)C1CC1 (stereo not drawn),-2,0,0,10,3,-11,0,-1,-4,4,-6
O=C(NCCc1ccccc1)C(=O)Nc1ccc2c(c1)OCCO2,3,-4,-18,-17,2,-2,-34,-14,-42,-5,-20
COc1ccccc1N1CC(C(=O)Nc2nnc(SCC(=O)NCC3CCCO3)s2)CC1=O (stereo not drawn),-7,-1,0,-9,6,-5,-5,-8,-9,12,-5
Nc1nnc(SCC(=O)OCC(=O)Nc2ccc(Br)cc2F)s1,-5,12,-3,3,-4,2,-4,-14,-3,16,-8
C=CCOn1c(=O)c(-c2ccc(OC)cc2)[n+]([O-])c2ccccc21,-15,?,-27,-11,-3,-8,-28,-6,·,-4,7
O=C(NCCNC(=O)c1cc(Cl)ccc1Cl)c1cnccn1,5,0,-1,4,-9,6,7,-3,3,-9,-2
NNC(=O)c1cc(C2CC2)nc2ccc(Br)cc12,3,-6,-1,9,-11,-18,-18,0,44,-16,·
COc1ccc(CCCc2nnc(SCC(=O)Nc3cc(C)ccc3C)o2)cc1,5,-10,4,31,-2,-6,14,-3,19,14,1
Cc1cc(C)c(S(=O)(=O)Nc2ccc3c4c(cccc24)CC3)c(C)c1,2,57*,7,24,13,13,23,-1,46,-37,20
COc1ccc(C)cc1NC(=O)n1ncc2c(C)cccc21,4,-2,4,11,19,-14,-4,-12,-2,2,-5
C/C(=C\c1ccccc1)C(=O)Nc1cc(C)on1,5,9,-55,-77,6,-29,-8,-7,-68,-37,-15
CCOc1cccc(-c2c(C(=O)N/N=C/c3cccnc3)nnn2-c2nonc2N)c1,-11,9,-33,4,5,-24,21,-5,-7,25,-3
Fc1cccc(CCN2CCNC[C@@H]2Cc2ccccc2)c1,-5,·,-37,2,3,14,-5,-12,11,-11,8
Cc1ccc(C(=O)NCCCn2ccnc2)o1,1,13,-6,15,-8,-8,-16,-6,-8,7,?
CNC(=O)NC(=O)CSc1nc2ccccc2n1CCOC,-4,·,-13,-4,-2,-15,-5,-8,-5,9,-3

# Compounds shown so far that contain fluorine:
SMILES,TLR9-MyD88 block,Vif inh,SRC1 inh,LRH-1 inv ag,TRAIL sens C8,NCOA2 inhibitor,NCOA3 inh,NOD2 RIPK2 PPI,TROY signal inh,COUP-TFII inh,EBV LMP1 NFkB
O=C(CCC(=O)Nc1ccc(F)cc1)N/N=C/c1ccc(O)cc1,-4,2,10,-10,-13,-15,19,3,-22,-4,-11
Nc1nnc(SCC(=O)OCC(=O)Nc2ccc(Br)cc2F)s1,-5,12,-3,3,-4,2,-4,-14,-3,16,-8
Fc1cccc(CCN2CCNC[C@@H]2Cc2ccccc2)c1,-5,·,-37,2,3,14,-5,-12,11,-11,8

# Bioassay records deposited in PubChem BioAssay by several laboratories.

# An excerpt, so the mix of outcomes need not match the whole.
